Screening results (PubChem)
West Nile antiviral: West Nile virus antiviral activity, cell-based, CPE readout (AID 1621); CPE inhibition, % at 10 µM; hits with a dose series show IC50 in µM; West Nile virus-infected cells, CPE inhibition; higher % means a stronger effect; 290,000 tested, 0.02% active; in the data active = a potency from the dose series; inconclusive = CPE inhibition mostly from about 3.7% at the one dose, without a potency; inactive = the rest, 99 in 100 with CPE inhibition below about 2.2%; also: strong numbers were not always called active
PhoP inhibition: inhibitors of PhoP regulon expression, primary screen, Salmonella Typhimurium, GFP reporter (AID 1863) | S. Typhimurium PhoP-regulated promoter GFP reporter, 4 h; higher % means a stronger effect | 300,000 tested, 0.16% active | inhibition, % at 50 µM; hits with a dose series show IC50 in µM;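 active = inhibition over 29.93%, a cutoff 3 SD above the screen mean, later confirmed by dose response; inconclusive = inhibition over 29.93% but no dose response follow-up; inactive = inhibition at most 29.93% or unconfirmed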;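 also: 0% = low Mg2+ inducing control and 100% = high Mg2+ repressing control; strong numbers were not always called active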
GPR55 activation: GPR55 agonists via beta-arrestin recruitment, primary screen, imaging, U2OS cells, beta-arrestin-GFP redistribution (AID 1961); U2OS GPR55 beta-arrestin-GFP redistribution imaging; higher % means a stronger effect; activation, % at 10 µM; hits with a dose series show EC50 in µM; 290,000 tested, 0.048% active; G-protein coupled receptor 55 (Homo sapiens);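 active = activation above 40% with more than 50 cells counted in the well; inconclusive = wells holding fewer than 50 cells, flagged as toxic or sparse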;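 also: U2OS osteosarcoma cells stably expressing GPR55 and beta-arrestin-GFP; plate controls were DMSO negative control for no effect and LPI positive control for full effect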
KOR beta-arrestin-1: KOR agonists, beta-arrestin recruitment, primary screen, cell-based, luminescence, uHTS (AID 1777). one-dose activation, % at 10 µM; EC50 in µM for titrated hits. 280,000 tested, 0.02% active. KOR beta-arrestin recruitment, luminescence; higher % means a stronger effect; in the data active = activation above about 50%, passing the limit was not always enough; also: a part of the inactive calls stands beside numbers as strong as those of hits
GPR35 arrestin U2OS: GPR35 antagonists blocking zaprinast-driven arrestin recruitment, primary screen, imaging, U2OS, beta-arrestin-GFP, zaprinast agonist (AID 2058); 290,000 tested, 0.052% active; G-protein coupled receptor 35 (Homo sapiens); inhibition, % at 10 µM, or IC50 in µM where a hit was titrated; U2OS GPR35 beta-arrestin-GFP translocation imaging, zaprinast antagonism; higher % means a stronger effect;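 active = inhibition of at least 50% with at least 30 cells and total cytoplasm GFP at most 10,000,000; inconclusive = under 30 cells or total GFP of 10,000,000 plus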
T cell HTS: modulators of CD8 T cell-vesicle binding, primary screen, mouse 2C CD8+ T cells, flow cytometry. calls only at 7 µM. 330,000 tested, 0.068% active. 2C CD8+ T cell-vesicle binding; active compounds read low;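 active = response, share of CD8 T cells binding vesicles, and their 90th percentile fluorescence all below set limits, cut at about 80% in these data, passing the limit was not always enough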
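Incubation: binding step 1.5 h, 37 °C, antibody labelling 20 min, ice; system: murine 2C transgenic CD8+ T lymphocytes; technique: cytometric PE anti-B7-1 and Alexa647 anti-CD8 signals after 1% paraformaldehyde fixation; also added: QL9-charged Drosophila Ld/ICAM-1/B7-1 vesicles; control set: naked versus QL9-loaded vesicles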
GPR55 antagonists: GPR55 antagonists blocking LPI-driven arrestin recruitment, primary screen, imaging, U2OS, beta-arrestin-GFP, LPI agonist (AID 2013). G-protein coupled receptor 55 (Homo sapiens). U2OS GPR55 beta-arrestin-GFP translocation imaging, LPI antagonism; higher % means a stronger effect. one-dose inhibition, % at 10 µM; IC50 in µM for titrated hits. 290,000 tested, 0.13% active;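 active = spots per cell inhibited over 60%, with over 100 cells counted and total cytoplasm intensity under 500,000; inconclusive = wells with under 100 cells, flagged as likely toxic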;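 also: U2OS cells stably carrying GPR55 and arrestin-GFP stimulated by 5 µM LPI near EC80; imaged beta-arrestin-GFP aggregate spots per cell after agonist stimulation; plate controls were LPI-stimulated DMSO wells for no effect and DMSO wells without LPI for full effect; some results filed as inactive read as strong as hits; confirmed hits need IC50 under 10 µM and bright autofluorescent wells are also inconclusive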
KOR beta-arrestin-2: KOR antagonists, beta-arrestin recruitment, cell-based, luminescence, uHTS (AID 1778); 290,000 tested, 0.091% active; KOR beta-arrestin recruitment, luminescence, antagonist mode; higher % means a stronger effect; one-dose inhibition, % at 10 µM; IC50 in µM for titrated hits; Kappa-type opioid receptor (Homo sapiens); in the data active = inhibition above about 50%; also: strong numbers were not always called active
NTR1 ag: agonists of NTR1, primary screen, imaging, U2OS cells, beta-arrestin-GFP, high content (AID 493036) | Neurotensin receptor type 1 (Homo sapiens), P30989 | NTR1-U2OS beta-arrestin-GFP spot imaging, agonist mode | activation, % at 20 µM | 330,000 tested, 0.17% active;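 active = activation at or above 40% of the spot to cytoplasm intensity ratio, with at least 20 cells analyzed; inconclusive = wells under 20 cells, flagged as cytotoxic or low count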;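 also: 0% = DMSO without peptide and 100% = 100 nM NTR1 peptide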
Target sequence (P30989 whole entry, looked up): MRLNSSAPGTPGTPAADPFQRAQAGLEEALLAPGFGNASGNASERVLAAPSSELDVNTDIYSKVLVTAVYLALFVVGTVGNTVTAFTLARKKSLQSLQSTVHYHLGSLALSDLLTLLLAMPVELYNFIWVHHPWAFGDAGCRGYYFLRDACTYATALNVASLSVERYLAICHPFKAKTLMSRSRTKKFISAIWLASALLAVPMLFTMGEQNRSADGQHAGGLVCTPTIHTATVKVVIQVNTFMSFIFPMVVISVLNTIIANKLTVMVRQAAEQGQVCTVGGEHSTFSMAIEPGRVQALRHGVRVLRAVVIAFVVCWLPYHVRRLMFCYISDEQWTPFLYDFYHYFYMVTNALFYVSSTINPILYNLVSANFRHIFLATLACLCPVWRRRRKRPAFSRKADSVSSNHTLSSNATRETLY
T cell HTS vesicle-bound %: also measured in T cell HTS; calls as there; double positive events, %; measured here: CD8+ vesicle-bound cell fraction;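 binding gate set so that unloaded-vesicle control wells show 10% double positive cells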
NTR1 ag cell count 20 µM: also measured in NTR1 ag; calls as there; cell count; measured here: cell count, cytotoxicity flag
Starred values were filed as active, the others as inactive; i = inactive; ? = inconclusive; / = not tested or not shown; + = active, no number; [ ] = another dose, or the depositor's remark.

SMILES	West Nile antiviral	PhoP inhibition	GPR55 activation	KOR beta-arrestin-1	GPR35 arrestin U2OS	T cell HTS	T cell HTS vesicle-bound %	GPR55 antagonists	KOR beta-arrestin-2	NTR1 ag	NTR1 ag cell count 20 µM
CC(C)NC(=O)C1(c2ccccc2)CCOCC1	0.5%	-8%	-0.1%	-1.7%	2%	i	37	2%	14%	-1.8	38
COc1ccc(C2c3ccc(O)cc3Oc3ncn4nc(-c5ccccn5)nc4c32)cc1OC (stereo unspecified)	-0.5%	-10%	-0.1%	/	2%	i	43	15%	36%	1.5	61
COc1ccc(S(=O)(=O)Nc2nnc(C(C)(C)C)s2)cc1	0.2%	-5%	-0.2%	2.7%	7%	i	49	5%	1%	-0.4	53
COc1ccc(CN(CC2CCC(C(=O)O)CC2)C(=S)Nc2ccc(C)c(Cl)c2)cc1 (stereo unspecified)	-0.5%	2%	-0.3%	2.4%	8%	i	30	12%	-11%	0.2	40
COc1ccc(C(=O)Nc2cc(C)nn2-c2ccc(F)cc2)cc1	-0.8%	0%	0.7%	-6.2%	-2%	i	49	-6%	-9%	2.0	60
Cc1cc(C)cc(OC(C)c2ccnc3nc(/N=C/N(C)C)nn23)c1 (stereo unspecified)	-1.4%	-3%	0.0%	-1.3%	9%	i	11	2%	14%	0.2	51
CCCC(=O)Nc1ccc2nc(SCC(=O)Nc3nccs3)sc2c1	/	-1%	-0.2%	1.1%	-2%	i	38	-1%	-10%	3.8	77
COc1ccc(S(=O)(=O)N2CCCOC2CNC(=O)C(=O)NCc2cccnc2)cc1 (stereo unspecified)	-0.1%	-5%	0.0%	-5.0%	4%	i	13	14%	-1%	-0.8	47
CSCCC(=O)Nc1cc(S(=O)(=O)N2CCOCC2)ccc1N1CCN(C)CC1	0.6%	-6%	0.4%	-1.5%	2%	i	42	-2%	-11%	0.7	40
CNC(=S)NCCc1cc2c(OC)ccc(OC)c2[nH]c1=O	-0.2%	5%	-0.4%	-2.2%	-6%	i	60	5%	1%	-2.4	82
CN(C)c1cccc(N(C)C)c1CNC(=O)NC(=O)c1c(F)cccc1F	-0.7%	-4%	-0.2%	3.8%	-10%	i	20	9%	-14%	15	40
O=C(c1cnc2sccn2c1=O)N1CCc2ccccc2C1	0.0%	3%	0.3%	-5.7%	-5%	i	9	-9%	7%	0.4	42
N#Cc1c(NC(=O)C2CC(c3c(F)cccc3Cl)=NO2)sc2c1CCC2 (stereo unspecified)	-2.2%	-15%	0.1%	-7.0%	-1%	i	45	8%	12%	2.9	57
COc1ccc(S(=O)(=O)N2CCCCC2)cc1C(=O)N1CCCC1	-0.3%	-3%	-0.1%	-1.1%	-12%	+	2.5*	-6%	-15%	-0.1	68
COc1ccc(-n2c(=S)[nH]c3cc(C(=O)Nc4ccccc4OC)ccc3c2=O)cc1	0.0%	-7%	-0.2%	-5.9%	3%	i	6	2%	0%	0.9	74
CC(=O)NC(CCS(C)(=O)=O)C(=O)N1CCc2ccccc21 (stereo unspecified)	-0.2%	14%	0.2%	-1.4%	11%	i	18	7%	11%	-0.7	48
O=[N+]([O-])c1cc(C(F)(F)F)ccc1NCC1CCCO1 (stereo unspecified)	-0.6%	-1%	-0.2%	-1.3%	-5%	i	48	3%	12%	-0.2	56
Cc1ccccc1-n1ncc2c(SCC(=O)NCc3cccs3)ncnc21	0.1%	26%	0.0%	7.1%	8%	i	57	-22%	-80%	0.9	38
COc1ccc(-c2csc(N3N=C(C)C(C)C3=O)n2)cc1 (stereo unspecified)	-1.2%	-4%	0.1%	-2.9%	0%	i	3	11%	2%	0.2	60
COc1ccc(-n2c(NN)nc3sc4c(c3c2=O)CCCC4)cc1	-0.6%	1%	-0.1%	-6.4%	-5%	i	47	6%	-39%	0.2	49
COc1ccc2c(c1)CCN=C2Cc1ccc(OC)c(OC)c1	-0.3%	-10%	0.3%	1.1%	-2%	i	63	-5%	/	4.9	68
CCN(CC)c1ccc(N=Cc2c(C)[nH]c3ccccc23)cc1	-0.9%	14%	0.2%	1.9%	4%	i	42	-2%	-37%	16	43
Cc1ccc(-c2csc3ncnc(-n4nnc5ccccc54)c23)cc1C	-1.0%	-8%	0.3%	-3.7%	-3%	i	48	6%	15%	4.6	70
Cc1ccc(S(=O)(=O)NC(=O)Nc2ccc(Cl)cn2)cc1	0.4%	-1%	0.6%	-7.0%	15%	i	13	-8%	-12%	-0.7	49
CC(C)OC(=O)c1cc2c(ccn2C)n1CC(=O)N1CCC(Cc2ccccc2)CC1	-0.2%	-1%	0.5%	1.2%	12%	i	48	19%	-11%	3.6	78
Cc1ccc(Cl)cc1N1CCN(C(=O)C2CCCN(S(=O)(=O)c3cnc[nH]3)C2)CC1 (stereo unspecified)	0.1%	8%	-0.1%	10%	26%	i	16	10%	-38%	0.3	93
CCOc1ccc(-n2ccc(=O)c(C(=O)Nc3ccc(S(=O)(=O)Nc4ncccn4)cc3)n2)cc1	0.0%	0%	0.0%	0.1%	13%	i	7	19%	-26%	1.4	62
O=[N+]([O-])c1ccc2nc(SCc3cn4cc(Cl)ccc4n3)[nH]c2c1	-1.6%	-4%	-0.2%	-5.9%	6%	i	17	4%	11%	0.7	77
CC(=O)N(C)N1c2ccccc2CCc2ccccc21	-0.3%	-4%	-0.1%	-5.7%	-7%	i	4	7%	7%	2.9	48
Cc1ccn2cc(C(=O)NC3CCN(Cc4ccccc4)CC3)nc2c1	-0.4%	1%	-0.2%	-4.4%	23%	i	15	-2%	-14%	0.3	51

In the list so far, two have a nitro group on carbon:
SMILES	West Nile antiviral	PhoP inhibition	GPR55 activation	KOR beta-arrestin-1	GPR35 arrestin U2OS	T cell HTS	T cell HTS vesicle-bound %	GPR55 antagonists	KOR beta-arrestin-2	NTR1 ag	NTR1 ag cell count 20 µM
O=[N+]([O-])c1cc(C(F)(F)F)ccc1NCC1CCCO1 (stereo unspecified)	-0.6%	-1%	-0.2%	-1.3%	-5%	i	48	3%	12%	-0.2	56
O=[N+]([O-])c1ccc2nc(SCc3cn4cc(Cl)ccc4n3)[nH]c2c1	-1.6%	-4%	-0.2%	-5.9%	6%	i	17	4%	11%	0.7	77

Continuation.
SMILES	West Nile antiviral	PhoP inhibition	GPR55 activation	KOR beta-arrestin-1	GPR35 arrestin U2OS	T cell HTS	T cell HTS vesicle-bound %	GPR55 antagonists	KOR beta-arrestin-2	NTR1 ag	NTR1 ag cell count 20 µM
CC1=C(C(=O)Nc2ccccc2C(=O)NC2CCC(C)CC2)SCCO1 (stereo unspecified)	0.6%	8%	-0.1%	9.2%	-4%	i	32	1%	-7%	5.6	49
CC1(C)Cc2c(sc(N)c2C#N)C(C)(C)N1	-0.1%	/	-0.1%	0.9%	-6%	i	12	6%	16%[20 µM]	1.2	56
COc1ccc(C2NC(=O)NC(C)=C2C(=O)Nc2cc(C)ccc2C)cc1OC (stereo unspecified)	0.1%	0%	-0.2%	-2.9%	10%	i	18	7%	5%	0.5	40
COc1ccc(C(=O)N2CC3(C)C4CCC3(C)C2(C#N)C4)cc1OC (stereo unspecified)	0.5%	-5%	0.2%	-1.3%	-1%	i	65	12%	13%	1.0	78
Cc1ccc(NC(=S)NCCN(C2CCCCC2)C2CCCC2)cc1C	?	1%	-0.3%	-2.8%	1%	i	13	13%	3%	9.5	46
COc1cc(C(=O)N2CCN(C3CCC(C)CC3)CC2)cc(OC)c1OC (stereo unspecified)	-0.1%	-2%	-0.1%	0.5%	-8%	i	35	10%	-47%[20 µM]	1.0	53
COC(=O)CCc1sc(Nc2ccc(Br)cc2)nc1-c1ccc(OC)cc1	-0.3%	-3%	-0.4%	3.2%	-13%	i	25	8%	-10%	-1.5	51
Cc1ccc(-n2nc3c(c2NC(=O)c2ccccc2Br)CS(=O)C3)cc1 (stereo unspecified)	0.2%	6%	0.3%	-11%	9%	i	30	-1%	0%	-0.3	99
CCOC(=O)C1(CCc2ccccc2)CCN(Cc2ccccn2)CC1	-0.2%	-7%	0.1%	-3.0%	-17%	i	43	-2%	7%	-0.3	76
CC(C)CCNC(=O)NC(=O)CSc1ncccn1	0.5%	0%	0.2%	-3.3%	9%	i	7	8%	16%	0.3	33
COc1cc2c(cc1OC)CN(c1ccc(C(N)=O)cc1[N+](=O)[O-])CC2	-0.3%	6%	1.1%	4.2%	3%	i	17	-5%	-24%	-0.7	51

One compound at a time, as listed above. Values in the order: West Nile antiviral, PhoP inhibition, GPR55 activation, KOR beta-arrestin-1, GPR35 arrestin U2OS, T cell HTS, T cell HTS vesicle-bound %, GPR55 antagonists, KOR beta-arrestin-2, NTR1 ag, NTR1 ag cell count 20 µM
Cc1ccn2cc(C(=O)NC3CCN(Cc4ccccc4)CC3)nc2c1 across the screens: -0.4%, 1%, -0.2%, -4.4%, 23%, i, 15, -2%, -14%, 0.3, 51
CC(=O)NC(CCS(C)(=O)=O)C(=O)N1CCc2ccccc21 (stereo unspecified) across the screens: -0.2%, 14%, 0.2%, -1.4%, 11%, i, 18, 7%, 11%, -0.7, 48
COc1ccc(C2NC(=O)NC(C)=C2C(=O)Nc2cc(C)ccc2C)cc1OC (stereo unspecified) across the screens: 0.1%, 0%, -0.2%, -2.9%, 10%, i, 18, 7%, 5%, 0.5, 40
Cc1ccc(Cl)cc1N1CCN(C(=O)C2CCCN(S(=O)(=O)c3cnc[nH]3)C2)CC1 (stereo unspecified) across the screens: 0.1%, 8%, -0.1%, 10%, 26%, i, 16, 10%, -38%, 0.3, 93
COc1ccc(C2c3ccc(O)cc3Oc3ncn4nc(-c5ccccn5)nc4c32)cc1OC (stereo unspecified) across the screens: -0.5%, -10%, -0.1%, /, 2%, i, 43, 15%, 36%, 1.5, 61

An unsorted share of the library; 0.62% or so of the library scored in one or more.
